Screening data as filed in PubChem BioAssay.
K1F lysis inhibition = inhibition of K1F phage lysis, E. coli UTI89, bacterial capsule biogenesis inhibitors, alamar blue (AID 488966). one-dose inhibition, % at 100 µM; IC50 in µM for titrated hits. 340,000 tested, 0.02% active. E. coli UTI89 K1F phage lysis, alamar blue, 2 h; higher % means a stronger effect;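 active = phage lysis inhibition, versus mean bacterial control, above a set limit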;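 also: capsule biogenesis inhibitors block K1F phage lysis so surviving cells raise fluorescence; higher fluorescence means more inhibition of phage lysis; actives were called in the ten point dose series up to 300 µM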
Active calls of the source: *; [ ] = dose if it differs, or a comment. Some of the compounds tested, so the mix of outcomes need not match the whole.

SMILES	K1F lysis inhibition
O=C(CSc1nnc2ccccn12)NC(=O)c1cccc([N+](=O)[O-])c1	7.2%
CC1Cc2ccccc2N1C(=O)c1ccc(Br)o1 (stereo not given)	-0.3%
COc1ccc(CCn2c(-n3nc(C)cc3C)nc3c2c(=O)[nH]c(=O)n3C)cc1	0.1%
O=C(COC(=O)c1ccc(F)cc1Cl)NC1CCCCCCC1	-1.0%
CCN(CC(=O)Nc1ccc(NC(C)=O)cc1)C(=O)CCCc1nc2ccccc2c(=O)[nH]1	1.1%[50 µM]
COc1ccc(S(=O)(=O)Nc2ccc(-n3cnnn3)cc2)cc1Br	0.5%[50 µM]
Cn1c(N)c(C(=O)COC(=O)c2cc3ccccc3cc2O)c(=O)n(C)c1=O	0.1%
CC(C)(C)OC(=O)N(CCc1ccccc1)Cc1cccc(OCc2cccc(NC(=O)C3CCCC3)c2)c1	0.2%
CSCC[C@H](NC(=O)C1CCN(S(=O)(=O)c2ccc(C)cc2C)CC1)c1nc2ccccc2[nH]1	0.0%[50 µM]
C=C1C(=O)OC2C1C(OC(=O)C(C)=CC)CC(=C)C1C(O)C3OC3(C)C21O (stereo not given)	-1.4%
O=CN/C=C/c1cccc(O)c1	-3.2%
C=CCn1c(SCC(=O)NC2CCS(=O)(=O)C2)nnc1-c1ccc(Cl)cc1 (stereo not given)	1.6%[50 µM]
COc1ccc(C=CC(=O)c2c(OC)cc(OC)c(OC)c2O)cc1	-2.0%
CN(C)S(=O)(=O)c1ccc(N2CCCC2)c(C(=O)OCC(=O)NC2CCCCC2)c1	0.7%[50 µM]
C[C@H](CO)N1C[C@H](C)[C@@H](CN(C)C(=O)Nc2ccc3c(c2)OCO3)Oc2c(NC(=O)Nc3ccc(C(F)(F)F)cc3)cccc2C1=O	2.5%
CN(C(=O)c1cccc(NC(=O)Cc2ccc(NC(=O)C3CCCN(S(=O)(=O)c4cccc([N+](=O)[O-])c4)C3)cc2)c1)C1CCC1 (stereo not given)	0.1%
COc1ccc(Cl)cc1NC(=O)CN(C)C(=O)Cn1c(=O)oc2ccccc21	-1.5%
CC(NS(=O)(=O)c1ccc(Cl)cc1)C(=O)OCC(=O)c1ccc[nH]1 (stereo not given)	1.0%[50 µM]
O=C(CC1CCCCC1)NCCS(=O)(=O)N1CCN(c2ccccc2)CC1	-0.2%
CCOc1ccccc1N1CC(C(=O)NC2CCCCCC2)CC1=O (stereo not given)	-0.2%
Cc1c(NC(=O)c2ccc(S(=O)(=O)N3CCOCC3)cc2)cccc1[N+](=O)[O-]	0.8%[50 µM]
COc1ccc(OCCCC(=O)Nc2cc(Cl)ccc2-n2cncn2)cc1	1.1%[50 µM]
COc1cccc(NC(=O)CN(C)C(=O)c2ccc(N3CCCCC3)c([N+](=O)[O-])c2)c1	1.3%[50 µM]
Cc1ccc(C2(C)NC(=O)N(CC(=O)N3CCN(C(=O)c4cccs4)CC3)C2=O)cc1 (stereo not given)	0.6%[50 µM]
O=C(COC(=O)Cc1cccs1)NCC(=O)Nc1ccc(F)cc1	0.8%[50 µM]

(further entries)
SMILES	K1F lysis inhibition
CC(=O)NCCC(=O)Nc1cc(S(=O)(=O)N2CCCCC2)ccc1N1CCN(C)CC1	1.0%[50 µM]
CN(C(=O)c1ccccc1Br)C1CCS(=O)(=O)C1 (stereo not given)	1.0%[50 µM]
COc1ccc(CNC(=O)C[C@H]2C[C@H](C(=O)N3CCOCC3)[C@@]3(C)c4[nH]c5cc(CCC(=O)N(C)C)ccc5c4CCN3C2=O)cc1OC	0.1%
O[C@H]1c2ccccc2[C@H](Cc2cncs2)[C@@H]1Br	0.9%
CCCCN1C[C@H](COC(=O)CCC)Oc2cccc(F)c2S1(=O)=O	0.0%
CCCCN1CC(COCc2ccccc2)Oc2cccc(N3CCCC3)c2S1(=O)=O (stereo not given)	0.0%
C=CCn1c(C)cc(C(=O)COC(=O)C2CC(=O)N(CCc3ccc(OC)c(OC)c3)C2)c1C (stereo not given)	-1.7%
O=C(OCCN1CCOCC1)c1ccccc1Cl	-0.3%
COc1ccc(CN(C)C(=O)CCc2ccc(S(=O)(=O)N3CCCCCC3)cc2)c(OC)c1	0.1%[50 µM]
Cc1cccc(NC(=O)CSc2nnc3ccc(-c4ccccn4)nn23)c1	0.4%[50 µM]
Cc1c(NC(=O)COC(=O)Cc2ccc(Br)cc2)c(=O)n(-c2ccccc2)n1C	1.1%[50 µM]
Cc1cccc(NC(=O)C2CCN(S(=O)(=O)c3ccc4c(c3)OCCO4)CC2)n1	0.1%[50 µM]
COc1cc(C(=O)Nc2ccc(C)cn2)ccc1OCC(=O)N1CCOCC1	0.6%[50 µM]
COc1ccc(NC(C)=O)cc1S(=O)(=O)N(C)Cc1c(C)nn(-c2ccccc2)c1C	0.8%[50 µM]
O=C(c1c(F)c(F)c(F)c(F)c1F)N1CCN(Cc2ccc3c(c2)OCO3)CC1	-0.6%
CN(C)c1ncnc2c1ncn2-c1ccccc1	0.2%
CCOC(=O)c1c(O)cc(OC)cc1CCc1ccccc1	-0.3%
COc1ccccc1/C=C/C(=O)OCC(=O)NC1CCCCCCC1	0.5%[50 µM]
Cc1cccc(COc2coc(CN3CCN(C(=O)c4ccco4)CC3)cc2=O)c1	-0.8%
NC(=O)C1CCN(C(=O)CN(c2ccc3c(c2)OCCO3)S(=O)(=O)c2ccccc2)CC1	0.9%[50 µM]
Cc1cc(C(=O)OC(C)C(=O)NC2CCCCC2)c(C)o1 (stereo not given)	0.0%[50 µM]
O=C(COC(=O)c1ncc(Cl)c(Cl)c1Cl)NC1CCS(=O)(=O)C1 (stereo not given)	1.5%[50 µM]
COc1ccc(S(=O)(=O)NC(CC(C)C)C(=O)NC(C)c2cccs2)cc1 (stereo not given)	-0.1%[50 µM]
CN(c1ccc(O)cc1)c1nc(O)c(C2=c3ccccc3=NC2=O)s1	-0.6%
Cc1ccc(C(=O)CN(CCCC(N)=O)S(=O)(=O)c2ccc([N+](=O)[O-])cc2)cc1	-4.0%

(more compounds)
SMILES	K1F lysis inhibition
COc1ccc(CN(C)C(=O)COC(=O)c2c(C)nn(-c3ccc(F)cc3)c2Cl)cc1	0.2%[50 µM]
C=CC[C@@H](CC(=O)N(CCO)Cc1ccccc1)C(=O)N[C@@H](COC(=O)[C@@H](CC=C)Cc1ccc(F)cc1)Cc1c[nH]c2ccccc12	-0.3%
CCN(c1ccccc1)S(=O)(=O)c1ccc(C(=O)Nc2ccncc2)cc1	0.3%[50 µM]
Cc1cc(C(=O)CN2C(=O)C(=O)N(C3CCCC3)C2=O)c(C)n1CCc1ccccc1	0.5%[50 µM]
Cc1cccc(OCc2nnc(SCC(=O)N(c3ccccc3)C3CCS(=O)(=O)C3)o2)c1 (stereo not given)	0.5%[50 µM]
Cc1ccc(/C=N/n2nnnc2N)cc1	1.0%
COc1ccc(NC(=O)CN(C)C(=O)/C=C/c2ccc(S(=O)(=O)N3CCCCCC3)cc2)cc1	-0.4%
C=C1C(=O)OC2C1CCC(C)C1C=CC(=O)C12C (stereo not given)	-1.8%
O=C(O)CNC(=O)C1(N2C(=O)c3ccccc3C2=O)CCCC1	3.1%
N#CC1(NC(=O)CSc2nnc(Nc3ccccc3F)s2)CCCC1	0.9%[50 µM]
CCCCN1CC[C@H]2C=CC[C@@H](C(=O)Nc3nccs3)[C@H]2C1=O	0.8%
C[C@@H]1CCCCCCCCC(=O)OCCN(C(=O)OC(C)(C)C)[C@H](C)CCCCCCCCC(=O)OCCN(C(=O)OC(C)(C)C)[C@H](C)CCCCCCCCC(=O)OCCN(C(=O)OC(C)(C)C)[C@H](C)CCCCCCCCC(=O)OCCN1C(=O)OC(C)(C)C	0.7%
CCOC(=O)N1CC(C)N(C(=S)Nc2ccccc2)CC1C (stereo not given)	-1.8%
Cn1c(N)c(C(=O)COC(=O)Cc2ccc(Cl)cc2)c(=O)n(C)c1=O	1.2%[50 µM]
Cc1ccccc1[C@@]1(C)ON(c2ccccc2C(F)(F)F)C1=O	0.3%
CCC(CC)C(=O)Oc1c(C(=O)N(C)C)cccc1-c1ccccc1	0.1%
Cc1cccc(NS(=O)(=O)c2ccc(C(=O)NCC3(N4CCCCC4)CCCCC3)cc2)c1C	-0.1%[50 µM]
CCC1CCc2sc(C(=O)N(C)CC(=O)Nc3ccc(OC)cc3)cc2C1 (stereo not given)	0.5%[50 µM]
O=C(NCC(c1ccco1)N1CCc2ccccc21)c1cccc([N+](=O)[O-])c1 (stereo not given)	-0.3%[50 µM]
CC[C@@]12C(=O)N(c3cccc(Br)c3)C(=O)N1[C@H](c1cccc(C)c1)[C@@H]1C(=O)N(Cc3ccccc3)C(=O)[C@@H]12	2.1%
CS(=O)(=O)c1ccc(Cl)c(NC(=O)C2CCN(S(=O)(=O)c3cccs3)CC2)c1	0.7%[50 µM]
O=C(c1ccc(Cl)cc1)N1CCC(=O)N(C(CO)Cc2ccccc2)CC1 (stereo not given)	-0.5%
CCN1C(=O)c2cccc3c(S(=O)(=O)N4CCC(C)CC4)ccc1c23	0.0%[50 µM]
CCN(CC(=O)Nc1ccc(OC)cc1)C(=O)c1ccc2ccccc2c1	-2.4%
O=C(CNC(=O)c1ccc(Br)o1)Nc1ccncc1	1.7%[50 µM]

Additional results.
SMILES	K1F lysis inhibition
O=C(c1ccc(Cl)c(S(=O)(=O)N2CCCCCC2)c1)N1CCCC(C(F)(F)F)C1 (stereo not given)	-0.2%[50 µM]
CCCc1cc(NC(=O)COC(=O)c2ccc(O)cc2O)n(-c2ccccc2)n1	-1.1%[50 µM]
N#CCCN(C(=O)COC(=O)CCN=C1NS(=O)(=O)c2ccccc21)c1ccc(F)cc1	1.0%[50 µM]
CC(C)c1ccc(S(=O)(=O)N2CCN(C(C)C(=O)N3CCCC3)CC2)cc1 (stereo not given)	0.8%[50 µM]
Cc1ccc(S(=O)(=O)N2[C@@H](c3ccccc3F)C(C(=O)O)=CC[C@H]2c2ccc(Cl)cc2)cc1	-1.5%
COc1ccc(C(=O)Nc2ccc(Br)cn2)cc1S(=O)(=O)N1CCOCC1	1.9%[50 µM]
O=C(NC1CC(=O)N(c2cccc(F)c2)C1)C(=O)c1c[nH]c2ccccc12 (stereo not given)	0.3%[50 µM]
CCN(CC(=O)Nc1ccc2c(c1)OCCO2)C(=O)/C=C/c1ccc(OC)c(OC)c1	1.3%[50 µM]
O=c1c(-c2c(O)cc(O)c3c2O[C@H](c2ccc(O)cc2)CC3)c(-c2ccc(O)cc2)oc2cc(O)cc(O)c12	4.3%
CCCCCN(C(=O)CCC(=O)OCCOc1cccc(Cl)c1)c1c(N)n(CCCC)c(=O)[nH]c1=O	0.6%[50 µM]
O=C(NCc1ccccc1)c1ccc(NC(=O)C2CCC2)cc1	0.1%
O=C(Nc1cccc(S(=O)(=O)N2CCCC2)c1)c1cncc(Br)c1	-0.4%
CC1CCCCC12NC(=O)N(CC(=O)N1CCN(S(=O)(=O)c3cccs3)CC1)C2=O (stereo not given)	1.4%[50 µM]
COc1ccc(C(=O)NCCCN2CCN(CCCNC(=O)c3ccc(OC)c(OC)c3)CC2)cc1OC	1.1%[50 µM]
CCN(CC)C(=O)[C@H]1CC(CC(=O)NCc2cccc(C(F)(F)F)c2)C(=O)N2CCc3c([nH]c4ccc(OC)cc34)[C@]12C (stereo not given in full)	0.1%
Cc1ccccc1OCC(=O)OCC(=O)Nc1ccc(Cl)cn1	0.3%[50 µM]
CC(C(=O)N(C)Cc1cccc(F)c1)N1CCN(S(=O)(=O)c2ccc3c(c2)OCCCO3)CC1 (stereo not given)	0.6%[50 µM]
CCN(C[C@H]1N[C@@](Cc2ccccc2)(C(=O)OC)[C@H]2C(=O)N(Cc3ccccc3)C(=O)[C@@H]12)S(=O)(=O)c1ccc(C)cc1	0.2%
COc1cc([C@@H]2CC=C(C(=O)O)[C@H](c3ccc(F)cc3)N2S(=O)(=O)c2ccc(C)cc2)cc(OC)c1OC	0.6%
COC(=O)[C@@]12CCCCN1[C@H](c1ccc(-c3ccc(OC)cc3)c(OC)c1)[C@@H]1C(=O)N(C)C(=O)[C@@H]12	0.3%
CCCCN(C(=O)c1cnc(C)cn1)c1c(N)n(CCC)c(=O)[nH]c1=O	0.0%[50 µM]
Cc1nc2nc(-c3ccccc3)nn2c(C)c1Cl	0.2%
CC(=O)OCC1=C(C(=O)O)N2C(=O)[C@@H](NC(=O)CSc3ccncc3)[C@H]2SC1	3.8%[50 µM]
O=C(COc1cccnc1[N+](=O)[O-])Nc1ncc(Cl)cc1Cl	0.2%[50 µM]
CCOc1ccc(-c2nnc3sc(-c4ccccc4OC)nn23)cc1	0.2%
Cc1ccc(N2CC(C(=O)OCc3nnc(-c4ccccc4)o3)CC2=O)cc1 (stereo not given)	1.3%[50 µM]

By substructure: the compounds so far containing an NH in an aromatic ring (10)
SMILES	K1F lysis inhibition
COc1ccc(CCn2c(-n3nc(C)cc3C)nc3c2c(=O)[nH]c(=O)n3C)cc1	0.1%
CCN(CC(=O)Nc1ccc(NC(C)=O)cc1)C(=O)CCCc1nc2ccccc2c(=O)[nH]1	1.1%[50 µM]
CSCC[C@H](NC(=O)C1CCN(S(=O)(=O)c2ccc(C)cc2C)CC1)c1nc2ccccc2[nH]1	0.0%[50 µM]
CC(NS(=O)(=O)c1ccc(Cl)cc1)C(=O)OCC(=O)c1ccc[nH]1 (stereo not given)	1.0%[50 µM]
COc1ccc(CNC(=O)C[C@H]2C[C@H](C(=O)N3CCOCC3)[C@@]3(C)c4[nH]c5cc(CCC(=O)N(C)C)ccc5c4CCN3C2=O)cc1OC	0.1%
C=CC[C@@H](CC(=O)N(CCO)Cc1ccccc1)C(=O)N[C@@H](COC(=O)[C@@H](CC=C)Cc1ccc(F)cc1)Cc1c[nH]c2ccccc12	-0.3%
O=C(NC1CC(=O)N(c2cccc(F)c2)C1)C(=O)c1c[nH]c2ccccc12 (stereo not given)	0.3%[50 µM]
CCCCCN(C(=O)CCC(=O)OCCOc1cccc(Cl)c1)c1c(N)n(CCCC)c(=O)[nH]c1=O	0.6%[50 µM]
CCN(CC)C(=O)[C@H]1CC(CC(=O)NCc2cccc(C(F)(F)F)c2)C(=O)N2CCc3c([nH]c4ccc(OC)cc34)[C@]12C (stereo not given in full)	0.1%
CCCCN(C(=O)c1cnc(C)cn1)c1c(N)n(CCC)c(=O)[nH]c1=O	0.0%[50 µM]
